Compound activity from PubChem BioAssay.
Pf growth 48h = inhibits P. falciparum growth in the first generation, 48 h | P. falciparum luciferase growth in erythrocytes, 48 h | Potency, µM (top dose mostly 28.7 µM), inactives show top-dose activity change, negative = inhibition, hits mostly inhibitors | actives 5.9% (n = 310,000)
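First compound was added to culture medium, then infected red cells at 0.1% parasitemia and 2% hematocrit (final). After incubation at 37 C under 5% CO2, luciferase detection reagent was dispensed and light output recorded.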
LmPK inhibitor = LmPK (Leishmania mexicana) enzyme inhibition. Q27686. purified LmPK, Kinase-Glo ATP luminescence, 1 h. Potency, µM (top dose mostly 57.5 µM), for the others: at the highest dose activity change, negative = inhibition, most hits filed as inhibitors. actives 0.37% (n = 290,000). AID 1721
Target sequence (Q27686 whole entry, looked up): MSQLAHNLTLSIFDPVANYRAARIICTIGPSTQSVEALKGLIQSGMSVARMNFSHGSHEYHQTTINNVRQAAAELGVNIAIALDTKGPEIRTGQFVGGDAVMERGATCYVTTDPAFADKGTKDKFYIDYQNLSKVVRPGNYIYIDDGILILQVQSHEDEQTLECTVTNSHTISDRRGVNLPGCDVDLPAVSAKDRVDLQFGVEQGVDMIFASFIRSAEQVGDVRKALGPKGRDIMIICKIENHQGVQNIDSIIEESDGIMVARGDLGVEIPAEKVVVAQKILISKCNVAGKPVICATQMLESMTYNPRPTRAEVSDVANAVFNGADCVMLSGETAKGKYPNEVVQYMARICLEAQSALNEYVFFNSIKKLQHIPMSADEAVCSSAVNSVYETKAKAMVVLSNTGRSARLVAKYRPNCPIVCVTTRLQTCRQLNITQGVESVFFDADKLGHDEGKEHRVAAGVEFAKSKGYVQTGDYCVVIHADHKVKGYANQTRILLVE
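Purified LmPK (0.1 nM) with 0.5 mM PEP and 0.1 mM ADP in imidazole buffer pH 7.2 with MgCl2/KCl, 1 h at room temperature. ATP formed was read by luciferase luminescence and normalized to no-enzyme and uninhibited controls.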
HCV inhibitor = HCV inhibition; actives 3.4% (n = 340,000); Huh7.5.1 HCVcc-Cre infection, luciferase reporter, 44 h; AID 651820; Potency, µM (highest dose often 41.8 µM), for the others: at the highest dose activity change, negative = inhibition, most hits filed as inhibitors
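Infectious HCV cell culture screen: compound-treated cells (1,000/well, pre-plated 4 h) are infected with HCVcc-Cre at roughly 0.5 moi and grown 44 h. Infection is quantified by luciferase signal after 15 min substrate incubation at room temperature.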
Tb PYK inh = blocks Trypanosoma brucei pyruvate kinase. Potency, µM (titrated, usually from 76.8 µM), without a hit: at the highest dose activity, negative = inhibition, most hits filed as inhibitors. actives 0.12% (n = 410,000). Q57TT1. TbPYK enzyme, Kinase-Glo Plus ATP luminescence, 45 min; further: nearly all actives have a fitted effect of over 50% in size
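ADP (130 uM final) triggers the TbPYK reaction after compound addition; incubation is 45 min at room temperature. Kinase-Glo Plus is then added and luminescence imaged. Normalized data are fitted to concentration-effect curves.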
Pf growth 96h = P. falciparum growth inhibition at 96 hours | P. falciparum luciferase reporter growth, 96 h | Potency, µM (highest dose often 28.7 µM), without a hit: top-dose activity change, negative = inhibition, hits mostly inhibitors | actives 6.9% (n = 320,000) | AID 504834
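P. falciparum expressing integrated firefly luciferase, in erythrocytes at 2% hematocrit, 0.05% parasitemia, incubated with compounds 96 h at 37 C, 5% CO2. Growth inhibition read as loss of luminescence; two-generation exposure targets delayed-death apicoplast inhibitors.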
Sm TGR inh = S. mansoni TGR enzyme inhibition; actives 3% (n = 360,000); Q962Y6; purified TGR, DTNB reduction, TNB absorbance 405 nm; Potency, µM (top dose mostly 114 µM), for inactives: at the highest dose activity change, negative = inhibition, hits mostly inhibitors; further: nearly all actives have a fitted effect of over 60% in size
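First, TGR (20 nM dispensed) and NADPH were mixed with compound. Second, a 15 min room-temperature incubation followed. Third, further NADPH and then DTNB were added to start the reaction. Finally, TNB absorbance was monitored kinetically.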
An asterisk follows results filed as active; ? = inconclusive; · = no result given; & = joins results of further samples; [ ] = remark or other dose. The call rests on the fitted dose curve; in most records, active means well fitted curve in the direction sought with a large enough effect; inconclusive means small, poorly fitted or top-dose-only effect, or another doubt; inactive means no such curve, though single readings can be large; an effect the other way counts as inactive or inconclusive. On the % scale 0 is the no-effect control and ±100 the full control effect; potency means the concentration at half of the fitted maximal effect.

SMILES	Pf growth 48h	LmPK inhibitor	HCV inhibitor	Tb PYK inh	Pf growth 96h	Sm TGR inh
COc1ccc(Br)cc1/C=N/NC(=O)c1ccc(OC)c(OC)c1	4.1µM*	0%	?	2%	-4%	6%
COc1ccc(OCc2cccc(C(=O)O)c2)cc1	4%	16µM*	4%	-19%	?	2%
C[C@H](NC(=O)c1ccccc1)C(=O)Nc1nc(-c2ccccn2)cs1	?	-2%	?	-8%	-10%	3%
O=C(CSCc1ccc(Br)cc1)NCc1ccccn1	-3%	2%	-1%	1%	110%[activator]	·
CC(C(=O)NCc1ccc(F)cc1)c1ccc([N+](=O)[O-])cc1 (configuration not stated)	?	2%	-6%	-1%	9%	-3%
CCSc1nnc(NC(=O)CSc2ncccn2)s1	?	2%	7%	-8%	-21%	-16%
C#CC[N+](C)(C)CCN1C(=O)C2C(c3ccccc3)C=CC(c3ccccc3)C2C1=O (configuration not stated)	-10%	-1%	4%	-6%	?	4%
CCN=C(NS(=O)(=O)c1ccc(Br)cc1)c1ccc(Cl)cc1	-6%	0%	11%	10%	35%[activator]	0%[57.1 µM]
COc1ccc(Cl)cc1C(=O)CSc1nnnn1C1CCCC1	-20%	1%	?	-14%	?	-9%
CCC(C)c1ccc(NC(=S)N2CCN(S(C)(=O)=O)CC2)cc1 (configuration not stated)	?	4%	14%	4%	-27%	2%
CSc1nc2c(c(=O)n1Cc1ccccc1)SC(C)C2 (configuration not stated)	12µM*	4%	-1%	-2%	-12%	5%
COc1ccc(C2CC(=O)C=C(NNS(=O)(=O)c3ccc(C)cc3)C2)cc1 (configuration not stated)	12%	8%	-8%	3%	56%[activator]	3%
CN(C)C(=O)CNc1n[nH]c(=S)[nH]c1=O	12%	8%	5%	-10%	37%[activator]	4%
O=C(CN1C(=O)/C(=C/c2ccc(Cl)cc2)SC1=S)NC1C=CS(=O)(=O)C1 (configuration not stated)	45%[activator]	-4%	2%	-13%	33%[activator]	-2%
CCOc1ccccc1N(CC(=O)Nc1ccccc1C(=O)OC)S(C)(=O)=O	0%	-3%	4%	1%	19%	11%
CC(=O)Nc1ccc(OCC(=O)NCCc2ccc(Cl)cc2)cc1	24%	2%	4%	5%	13µM*	-1%
O=C(Nc1ccc(N2CCN(C(=O)c3ccccc3)CC2)c(Cl)c1)c1ccco1	8.3µM*	-1%	10µM*	4%	-22%	?
CCn1cc(/C=C(\NC(=O)c2ccc(OC)cc2)C(=O)N2CCOCC2)c2ccccc21	?	4%	-15%	3%	?	0%
CC(C)CC(=O)n1sc(NC(=O)c2ccccc2)nc1=O	0%	2%	-6%	1%	4%	6%
COc1cc2cc(CN(CCCN3CCOCC3)C(=O)Nc3ccc(F)cc3)c(=O)[nH]c2cc1OC	13µM*	-6%	-2%	-3%	40%[activator]	7%

A second format for three compounds above:
Molecule | Pf growth 48h | LmPK inhibitor | HCV inhibitor | Tb PYK inh | Pf growth 96h | Sm TGR inh
COc1ccc(Br)cc1/C=N/NC(=O)c1ccc(OC)c(OC)c1 | 4.1µM* | 0% | ? | 2% | -4% | 6%
COc1ccc(OCc2cccc(C(=O)O)c2)cc1 | 4% | 16µM* | 4% | -19% | ? | 2%
C[C@H](NC(=O)c1ccccc1)C(=O)Nc1nc(-c2ccccn2)cs1 | ? | -2% | ? | -8% | -10% | 3%

Continued:
SMILES	Pf growth 48h	LmPK inhibitor	HCV inhibitor	Tb PYK inh	Pf growth 96h	Sm TGR inh
COc1ccc(N(CC(=O)Nc2cccc(N(C)S(C)(=O)=O)c2)S(C)(=O)=O)cc1OC	-2%	4%	-9%	-7%	·	4%
O=c1c2cn[nH]c2[nH]c(=S)n1-c1cccc(Cl)c1	0%	-2%	-8%	?	9%	-9%
O=C(COC(=O)c1ccccc1)Nc1ccccc1Sc1ccccc1	0%	0%	-7%	-1%	48%[activator]	1%
CCOc1ccc(N2CC(C(=O)NCCc3ccc(F)cc3)CC2=O)cc1 (configuration not stated)	3%	-2%	-4%	5%	3%	-5%
Cc1cc(/C=C2\NC(=O)N(Cc3ccc(Cl)cc3)C2=O)c(C)n1C	9.3µM*	-7%	-5%	-9%	?	?
CCOc1ccc(NC(=O)C2CCN(S(=O)(=O)c3ccc4c(c3)C(C)(C)C(=O)N4C)CC2)cc1	1%	-2%	18%	-6%	9%	-2%
CC(=O)c1cc2c(cc1N(C(=O)c1ccco1)C(C(=O)NC1CCCC1)c1ccccc1F)OCO2 (configuration not stated)	?	-12%	-10%	-3%	19%	-4%
O=C(Nc1nccs1)C1CC(=O)N(CCc2ccc(F)cc2)C1 (configuration not stated)	3%	0%	9%	3%	12%	-2%
CCCCC1=CC2=C(c3ccco3)C(=O)C(C)(OC(=O)c3ccc(OC)cc3)C(=O)C2=CN1C1CC1 (configuration not stated)	?	-6%[11.5 µM]	-8%	-8%	-73%	0%
CCCOC(=O)C1=C(C)N(C)C(=O)NC1c1cc2c(cc1Br)OCO2 (configuration not stated)	?	-5%	-13%	-3%	10%	-2%
O=C(O)c1ccccc1CSc1nc2ccccc2[nH]1	45%[activator]	-5%	2%	-11%	56%[activator]	3%
Cc1cc(C)c(C(=O)C(C)OC(=O)Cc2n[nH]c(=O)c3ccccc23)cc1C (configuration not stated)	-7%	-6%	-7%	-5%	?	?
CCOC(=O)N1CCN(C(=S)NC(=O)c2c(-c3c(Cl)cccc3Cl)noc2C)CC1	?	-3%	12%	?	38%[activator]	6%
CC(=O)c1ccc(OCC(=O)NCC(c2ccco2)N2CCCCC2)cc1 (configuration not stated)	-4%	6%	6%	3%	5%	-17%
O=C(NCC1CCN(c2ccc(S(=O)(=O)N3CCOCC3)cc2)CC1)c1cccc(Cl)c1	·	2%	?	-1%	12µM*	0%
CCOc1cccc(SCc2noc(C(=O)NCCOC)c2C(=O)O)c1	55%[activator]	1%	12%	0%	2%	3%
CCOc1ccc2nc(NC(=O)CN3CCOCC3)sc2c1	4.1µM*	0%	2%	-7%	1%	0%
Cc1cccc(Cn2c(SCCN3CCOCC3)nc3c2c(=O)n(C)c(=O)n3C)c1	?	0%	?	-6%	?	8%
CCOc1cccc2cc(C(=O)OCC(=O)Nc3c(C)cccc3CC)c(=O)oc12	8%	·	8%	?	5%	-27%
COC(=O)N/N=C\c1c(C)nn(-c2ccccc2)c1Cl	71%[activator]	-8%	-8%	-1%	20%	0%
COCCNc1nc(N)c([N+](=O)[O-])c(NCC2CCCO2)n1 (configuration not stated)	-2%	2%	1%	1%	-5%	0%
COc1ccc(N2C(=O)C3CCCN3C2=S)cc1 (configuration not stated)	-5%	-1%	-2%	-2%	?	7%
COc1ccccc1NC(=O)C(C)OC(=O)C1COc2ccccc2O1 (configuration not stated)	19%	·	-1%	3%	-5%	5%
CCCCn1c(=O)c(C(=O)NCc2ccccc2Cl)c(O)c2ccccc21	?	13%	?	2%	?	-24%
O=C(N/N=C/c1ccccc1OC(F)F)NC1CCCCC1	?	0%	-14%	-3%	?	9%
COc1ccc(OC)c(C2CC(=O)Nc3c2c(=O)[nH]c2ncnn32)c1 (configuration not stated)	23%	2%	20%	-10%&0%	15%	-2%&-2%
Cc1ccccc1OCC(=O)NCCNC(=O)c1cccnc1	12%	0%	9%	-2%	-5%	1%
COc1ccc(C(O)P(=O)(OCCC(C)C)c2ccc(N(C)C)cc2)cc1OC (configuration not stated)	-14%	3%	22%	-1%	?	10%
COc1ccc(CC(=O)Nc2c(C(=O)N3CCN(c4ccccc4)CC3)oc3ccccc23)cc1OC	?	-1%	?	-1%&-4%	35%[activator]	-1%&-9%
Cn1c(CC(=O)Nc2ccccc2)nnc1SCC(=O)NC1=NCCS1	-1%	-8%	-2%	-8%	2.6µM*	6%
CCOC(=O)c1c(C)[nH]c(C(=O)N/N=C/c2cc([N+](=O)[O-])ccc2O)c1C	?	7%	11µM*	-6%	?	-3%
CC1=CC(=O)C=C(C)C1=NOC(=O)c1cccc([N+](=O)[O-])c1	·	-1%	25%	-2%	?	?
N#Cc1ccc(OCc2cccc(S(=O)(=O)N3CCOCC3)c2)cc1	10%	·	?	-12%	-8%	2%
Cc1cccc(N2CCN(C(=O)c3c(-c4ccccc4)noc3C)CC2)c1C	?	-7%	?	3%	10µM*	0%
COc1ccc(C)cc1NC(=O)/C=C/c1ccc(OC)c(S(=O)(=O)N2CCOCC2)c1	9.3µM*	·	?	5%	5.2µM*	-11%
Cc1cccc(N/C=C/C(=C(C#N)C#N)N(C)C)c1	10%	-1%	-9%	9%	1%	7%
Cc1ccc(Cn2nnc3c(=O)[nH]c(C4CCN(S(=O)(=O)c5ccccc5)CC4)nc32)cc1	13%	3%	16%	-12%	30%	-24%
O=C(O)CSc1c[nH]c2ccccc12	2%	-4%	15%	-11%	-16%	-3%
COc1ccccc1N1CCN(C2CCCN(Cc3cccc(O)c3)C2)CC1 (configuration not stated)	?	1%	-15%	-6%	1.2µM*	-13%
COc1ccccc1NC(=O)C(=O)N/N=C(\C)CC(=O)Nc1ccc(OCc2ccccc2)cc1	28%	3%	-24%	0%	15%	0%

Shown as labelled records: part of the list above.
Cc1cccc(N/C=C/C(=C(C#N)C#N)N(C)C)c1
  Pf growth 48h: 10% | LmPK inhibitor: -1% | HCV inhibitor: -9% | Tb PYK inh: 9% | Pf growth 96h: 1% | Sm TGR inh: 7%

COc1ccccc1N1CCN(C2CCCN(Cc3cccc(O)c3)C2)CC1 (configuration not stated)
  Pf growth 48h: ? | LmPK inhibitor: 1% | HCV inhibitor: -15% | Tb PYK inh: -6% | Pf growth 96h: 1.2µM* | Sm TGR inh: -13%

Laid out differently: entries from further up
structure,Pf growth 48h,LmPK inhibitor,HCV inhibitor,Tb PYK inh,Pf growth 96h,Sm TGR inh
COc1ccc(N2C(=O)C3CCCN3C2=S)cc1 (configuration not stated),-5%,-1%,-2%,-2%,?,7%
COc1ccccc1NC(=O)C(C)OC(=O)C1COc2ccccc2O1 (configuration not stated),19%,·,-1%,3%,-5%,5%
CCCCn1c(=O)c(C(=O)NCc2ccccc2Cl)c(O)c2ccccc21,?,13%,?,2%,?,-24%

The listing picks up, repeating the three entries before the break.
SMILES	Pf growth 48h	LmPK inhibitor	HCV inhibitor	Tb PYK inh	Pf growth 96h	Sm TGR inh
O=C(O)CSc1c[nH]c2ccccc12	2%	-4%	15%	-11%	-16%	-3%
COc1ccccc1N1CCN(C2CCCN(Cc3cccc(O)c3)C2)CC1 (configuration not stated)	?	1%	-15%	-6%	1.2µM*	-13%
COc1ccccc1NC(=O)C(=O)N/N=C(\C)CC(=O)Nc1ccc(OCc2ccccc2)cc1	28%	3%	-24%	0%	15%	0%
CC(C)NC(=O)CCn1c(=S)oc2ccccc21	9%	4%	9%	3%	?	-3%
CC(C)C(=O)N1C2CCC1CC(O)(c1ccc(F)cc1)C2 (configuration not stated)	45%[activator]	-2%	15%	-16%	3%	-21%
CC(C)OCCCNC(=O)c1cn(C)c2ccc(S(=O)(=O)N(C)C3CCCCC3)cc2c1=O	-18%	3%	-9%	3%&1%	?	2%&6%
CCOC(=O)C1CCN(C(c2cc3ccc(C)c(C)c3[nH]c2=O)c2nnnn2C2CCCCC2)CC1 (configuration not stated)	?	-2%	-22%	-8%	10%	?
COC(=O)/C=C/C(=O)Nc1cccc(C(F)(F)F)c1	?	-1%	8%	3%	?	-15%
Cc1[nH]n(-c2ccccc2)c(=O)c1N=Nc1ccc2c(c1)OCO2	198%[activator]	8%	7%	5%	54%[activator]	-4%
O=C(COc1cccc2ccccc12)NNC(=O)C1CCCO1 (configuration not stated)	0%	-3%	-5%	-10%	0%	26%
Cc1ccc(/C=N/N2C(=S)SC(C)(C)C2N(O)C(=O)Nc2ccc([N+](=O)[O-])cc2)cc1 (configuration not stated)	?	0%	11µM*	-3%	?	-21%

Outcome played no part in choosing rows (roughly 16% active in at least one column).
